Assay outcomes deposited in PubChem BioAssay by National Center for Advancing Translational Sciences (NCATS).
IMPase inh: IMPase inhibition in cells | CHO-M1 cells, IP1 accumulation, HTRF TR-FRET ratio | 120,000 tested, under 10 active | P97697 | inhibition (IP1 accumulation), % at 46.1 µM; active means well fitted curve in the direction sought with a large enough effect in the signal ratio, not every such curve was filed as active; inconclusive means small, poorly fitted or top-dose-only effect, or a change in a side signal; inactive means no such curve, though single readings can be large or run the other way; the % refers to the signal ratio;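 further: cells stimulated with carbachol in lithium chloride buffer; plate controls were DMSO basal wells for no effect and reference inhibitor wells for full effect; higher means more IMPase inhibition seen as more IP1 and lower FRET ratio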
Target sequence (P97697 whole entry, looked up): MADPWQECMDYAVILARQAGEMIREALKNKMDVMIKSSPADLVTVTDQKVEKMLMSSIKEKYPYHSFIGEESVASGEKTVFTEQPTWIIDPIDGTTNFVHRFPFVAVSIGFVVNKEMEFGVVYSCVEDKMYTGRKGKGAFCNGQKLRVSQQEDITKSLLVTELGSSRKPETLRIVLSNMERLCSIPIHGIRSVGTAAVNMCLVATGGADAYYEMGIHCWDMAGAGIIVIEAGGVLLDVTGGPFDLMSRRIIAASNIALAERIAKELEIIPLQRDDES
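Seeded CHO-M1 cells were dosed with compound at up to 46 uM, stimulated with carbachol for 30 min, then lysed in IP-One detection reagents. Higher IP1 lowers the TR-FRET signal.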
12-hLO inh: blocks human 12-lipoxygenase activity | P18054 | purified 12-hLO, xylenol orange hydroperoxide absorbance | Potency, µM (highest dose often 57.1 µM), for inactives: at the top dose activity change, negative = inhibition, actives largely listed as inhibitors | 150,000 compounds, 0.12% hits; further: potency means the concentration at half of the fitted maximal effect; nearly all actives have a fitted effect of over 55% in size; many of its hits are not listed in these tables
Target sequence (P18054 whole entry, looked up): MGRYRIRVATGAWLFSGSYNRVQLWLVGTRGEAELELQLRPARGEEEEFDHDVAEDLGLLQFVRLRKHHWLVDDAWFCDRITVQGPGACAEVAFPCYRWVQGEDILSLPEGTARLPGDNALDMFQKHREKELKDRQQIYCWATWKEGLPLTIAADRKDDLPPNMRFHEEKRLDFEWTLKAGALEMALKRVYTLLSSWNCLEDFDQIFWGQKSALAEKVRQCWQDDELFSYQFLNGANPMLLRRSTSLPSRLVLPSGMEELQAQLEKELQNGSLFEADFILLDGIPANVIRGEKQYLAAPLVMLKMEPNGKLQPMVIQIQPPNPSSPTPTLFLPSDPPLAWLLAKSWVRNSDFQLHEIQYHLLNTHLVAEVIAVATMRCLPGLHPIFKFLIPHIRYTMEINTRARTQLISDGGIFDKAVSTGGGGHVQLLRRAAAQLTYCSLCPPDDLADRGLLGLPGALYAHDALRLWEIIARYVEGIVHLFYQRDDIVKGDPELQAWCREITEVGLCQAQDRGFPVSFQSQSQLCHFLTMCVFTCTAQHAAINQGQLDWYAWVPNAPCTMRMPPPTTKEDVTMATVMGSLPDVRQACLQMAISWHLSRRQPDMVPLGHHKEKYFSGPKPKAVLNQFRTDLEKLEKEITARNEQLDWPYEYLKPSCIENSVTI
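Xylenol orange chromogenic assay: hydroperoxide from 12hLO oxidises Fe(II), giving red-shifted Fe(III)-XO absorbance. Conditions: 150 nM enzyme, 40 uM arachidonic acid, 25 mM Hepes pH 7.0, 0.01% Triton X-100, 30 min, room temperature.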
ALOX15B inhib: 15-hLO-2 (ALOX15B) enzyme inhibition | O15296 | purified 15hLO-2, xylenol orange hydroperoxide absorbance | Potency, µM (series often up to 57.1 µM), for inactives: at the highest dose activity change, negative = inhibition, hits mostly inhibitors | 110,000 compounds, 0.56% hits | AID 881; further: potency means the concentration at half of the fitted maximal effect; nearly all actives have a fitted effect of over 60% in size; many of its hits are not listed in these tables
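Read-out: hydroperoxide product oxidises ferrous iron, measured as xylenol orange complex via the 573-to-405 nm absorbance ratio after 30 min. Reaction: 50 nM enzyme, 15 min compound preincubation, 45 uM arachidonic acid, 90 min RT, Hepes pH 7.5 with Triton X-100.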
PNC assembly inh: perinucleolar compartment assembly inhibition | 140,000 compounds, 3.1% hits | PC3M PTB-GFP, PNC prevalence imaging, 16 h; hits give low values | activity change (PNC), negative = inhibition, % at 10 µM;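 active means readout at or below -70, meaning at least 70% loss of cells showing the perinucleolar compartment, a nuclear body marking cancer cells; inconclusive means readout between -30 and a set limit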;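 further: plate controls were DMSO wells for no effect and camptothecin positive control wells for full effect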
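Read-out is percentage of cells bearing a perinucleolar compartment, from automated 20x imaging of fixed, Hoechst-stained PC3M PTB-GFP cells. Cells were seeded 4 h, then exposed 16 h to compound (23 nl of library stock) in duplicate plates.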
An asterisk follows results filed as active; [ ] = remark or other dose. Unless noted, the call rests on the fitted dose curve; in most records, active means well fitted curve in the direction sought with a large enough effect; inconclusive means small, poorly fitted or top-dose-only effect, or another doubt; inactive means no such curve, though single readings can be large; an effect the other way counts as inactive or inconclusive. Unless noted, on the % scale 0 is the no-effect control and ±100 the full control effect.

For O=c1c2ccccc2nc2n1C(CSCc1ccccc1)CS2 (stereo not drawn) the results were IMPase inh 5, 12-hLO inh -1%, ALOX15B inhib 0% and PNC assembly inh -26.
For COc1ccccc1C1C(C#N)=C(N)Oc2c1c(-c1ccccc1)nn2-c1ccccc1 (stereo not drawn) the results were 12-hLO inh 0% and PNC assembly inh 23.
Screening Cc1noc(C)c1COC(=O)CN(C)S(=O)(=O)c1ccc(Cl)cc1 returned IMPase inh 9, 12-hLO inh -1%, ALOX15B inhib -3% and PNC assembly inh 35.
For COc1ccc(N2CCN(c3nc4c(c(=O)n(C)c(=O)n4C)n3CCCc3ccccc3)CC2)cc1 the results were IMPase inh -9, 12-hLO inh 6%, ALOX15B inhib 1% and PNC assembly inh -8.
O=C(CSc1nnnn1C1CCCCC1)Nc1cccc(NC(=O)c2ccco2)c1 was read as IMPase inh 8, 12-hLO inh -3%, ALOX15B inhib 3% and PNC assembly inh 16.
Screening CC(C)Nc1nnc(SCC(=O)c2c[nH]c3ccccc23)s1 returned 12-hLO inh -4% and PNC assembly inh inconclusive.
`COc1cc(OC)c(OC)cc1CN(C)CCc1ccccn1` gave IMPase inh 0, 12-hLO inh -5%, ALOX15B inhib 10%[2.29 µM] and PNC assembly inh -2.
For O=C(NCc1ccccc1F)c1ccc2c(c1)OCO2 the results were IMPase inh -2, 12-hLO inh 5%, ALOX15B inhib -3% and PNC assembly inh 33.
CC(=O)c1ccc(Sc2ccccc2)cc1 was read as IMPase inh 1, 12-hLO inh 2%, ALOX15B inhib 3% and PNC assembly inh inconclusive.
`O=C1CC(N2CCN(Cc3ccccc3)CC2)C(=O)N1CCc1ccccc1` (stereo not drawn) gave IMPase inh 2, 12-hLO inh 0%, ALOX15B inhib -5% and PNC assembly inh -12.
For CCCC(=O)c1ccc2c(c1)OCCO2 the results were IMPase inh -1, 12-hLO inh -3%, ALOX15B inhib -10% and PNC assembly inh -27.
COC(=O)[C@@]1(Cc2ccc(F)cc2)[C@H]2c3cc(C(=O)N4CCCC4)n(Cc4cccc5ccccc45)c3C[C@H]2CN1C(=O)c1ccccc1 was read as 12-hLO inh -3% and ALOX15B inhib -1%.
Screening Cc1csc2ncc(C(=O)N3CCCc4ccccc43)c(=O)n12 returned IMPase inh inconclusive, 12-hLO inh -2%, ALOX15B inhib 0% and PNC assembly inh 7.
For CCCc1nc(SCC(=O)N2CCCc3ccccc32)c2c(=O)n(C)c(=O)n(C)c2n1 the results were IMPase inh -5, 12-hLO inh -6%, ALOX15B inhib -7% and PNC assembly inh 23.
CC(C)(C)NC(=O)Cn1nnc(-c2cccs2)n1 was read as IMPase inh 13, 12-hLO inh 1%, ALOX15B inhib 2% and PNC assembly inh inconclusive.

Some of these compounds in order of length of the SMILES, highest first:
COC(=O)[C@@]1(Cc2ccc(F)cc2)[C@H]2c3cc(C(=O)N4CCCC4)n(Cc4cccc5ccccc45)c3C[C@H]2CN1C(=O)c1ccccc1 was read as 12-hLO inh -3% and ALOX15B inhib -1%.
For COc1ccc(N2CCN(c3nc4c(c(=O)n(C)c(=O)n4C)n3CCCc3ccccc3)CC2)cc1 the results were IMPase inh -9, 12-hLO inh 6%, ALOX15B inhib 1% and PNC assembly inh -8.
For CCCc1nc(SCC(=O)N2CCCc3ccccc32)c2c(=O)n(C)c(=O)n(C)c2n1 the results were IMPase inh -5, 12-hLO inh -6%, ALOX15B inhib -7% and PNC assembly inh 23.
For COc1ccccc1C1C(C#N)=C(N)Oc2c1c(-c1ccccc1)nn2-c1ccccc1 (stereo not drawn) the results were 12-hLO inh 0% and PNC assembly inh 23.
O=C(CSc1nnnn1C1CCCCC1)Nc1cccc(NC(=O)c2ccco2)c1 was read as IMPase inh 8, 12-hLO inh -3%, ALOX15B inhib 3% and PNC assembly inh 16.
Screening Cc1noc(C)c1COC(=O)CN(C)S(=O)(=O)c1ccc(Cl)cc1 returned IMPase inh 9, 12-hLO inh -1%, ALOX15B inhib -3% and PNC assembly inh 35.
`COc1cc(OC)c(OC)cc1CN(C)CCc1ccccn1` gave IMPase inh 0, 12-hLO inh -5%, ALOX15B inhib 10%[2.29 µM] and PNC assembly inh -2.
CC(=O)c1ccc(Sc2ccccc2)cc1 was read as IMPase inh 1, 12-hLO inh 2%, ALOX15B inhib 3% and PNC assembly inh inconclusive.

Next structures
Screening O=C(O)CCCCCCC1C(=O)NC(=O)N1CCC(O)C1CCCCC1 (stereo not drawn) returned 12-hLO inh 20% and PNC assembly inh -13.
Screening CNS(=O)(=O)c1ccc(Oc2ccc(S(=O)(=O)NC)cc2)cc1 returned IMPase inh 7, 12-hLO inh 4%, ALOX15B inhib 0% and PNC assembly inh inconclusive.
`Cn1c(SCc2c(Cl)cccc2Cl)nnc1-c1cccs1` gave IMPase inh 9, 12-hLO inh 0%, ALOX15B inhib 2% and PNC assembly inh -2.
COc1ccc2[nH]c(C)c(CCN3C(=O)C4CC=CCC4C3=O)c2c1 (stereo not drawn) was read as IMPase inh -4, 12-hLO inh 1%, ALOX15B inhib -2% and PNC assembly inh 2.
For O=C(CCN1C(=O)c2ccccc2C1=O)N1CCN(Cc2ccccc2)CC1 the results were IMPase inh -5, 12-hLO inh 1% and PNC assembly inh inconclusive.
For O=C(Nc1ccccc1)N1CCC2(CC1)CCN(C(=O)c1ccco1)CC2 the results were 12-hLO inh -1% and ALOX15B inhib 6%.
For COc1ccccc1OCC(=O)c1[nH]c(C)c(C(C)=O)c1C the results were IMPase inh 9, 12-hLO inh -9% and PNC assembly inh 22.
For CCOc1ccccc1C(=O)N(C)Cc1cc2cc(OC)ccc2[nH]c1=O the results were IMPase inh 9, 12-hLO inh -5%, ALOX15B inhib 9% and PNC assembly inh -18.
Nc1nc(N)c2[nH]cnc2n1 (tested in a mixture with another compound) was read as 12-hLO inh 0%[11.4 µM] and ALOX15B inhib -5%[11.4 µM].
For O=[N+]([O-])c1ccc(NCCCNS(=O)(=O)c2ccccc2)c(Cl)c1 the results were 12-hLO inh -5% and PNC assembly inh -9.
Screening Cn1c(SCC(=O)NCC2CCCO2)nnc1-c1c[nH]c2ccccc12 (stereo not drawn) returned IMPase inh 2, 12-hLO inh 1%, ALOX15B inhib 1% and PNC assembly inh -17.
COc1cccc(-c2cc(C(F)(F)F)nc(NCc3ccco3)n2)c1 was read as IMPase inh 15, 12-hLO inh -9% and PNC assembly inh -100*.
`C=CCOc1ccc(CN(C)CC(=O)N(CC(C)C)c2c(N)n(CC(C)C)c(=O)[nH]c2=O)cc1` gave IMPase inh 2[1.84 µM], 12-hLO inh 2%, ALOX15B inhib 5%[11.4 µM] and PNC assembly inh -101*.
`Cc1ccc(C)c2[nH]c(=O)c(CN(Cc3nnnn3C3CCCCC3)CC3CCCO3)cc12` (stereo not drawn) gave IMPase inh 2, 12-hLO inh -4%, ALOX15B inhib 21% and PNC assembly inh -14.
Screening Cc1ccc(C(=O)Nc2nc3c(s2)CCCC3)o1 returned IMPase inh -3, 12-hLO inh 6%, ALOX15B inhib 7% and PNC assembly inh -30.
Cc1c(C(=O)N2CCOCC2)[nH]c2c1C(=O)CC(c1ccc(Cl)cc1)C2 (stereo not drawn) was read as IMPase inh 0, 12-hLO inh -5%, ALOX15B inhib 5% and PNC assembly inh 82.
O=c1c(-c2cc(F)cc(F)c2)nc2cnc(N3CCNCC3)nc2n1CCc1ccccc1 was read as 12-hLO inh 4% and ALOX15B inhib 42%[activator].
Cc1ccc2c(Cl)cc(Cl)c(OCC(=O)OCC(=O)Nc3ccc(C#N)cc3)c2n1 was read as 12-hLO inh -2% and PNC assembly inh 18.
Screening O=[N+]([O-])c1ccc(N2CCN(CCOc3nonc3-c3ccccc3)CC2)c(Cl)c1 returned IMPase inh -14, 12-hLO inh -3%, ALOX15B inhib 37%[activator] and PNC assembly inh -1.
For COc1ccc(C(=O)N/C(=C\c2ccc3c(c2)OCO3)C(=O)NCCc2nc3ccccc3[nH]2)cc1 the results were 12-hLO inh 0% and PNC assembly inh -2.
Screening O=C(Nc1ccc2nc3n(c(=O)c2c1)CCCCC3)c1ccccn1 returned IMPase inh 2, 12-hLO inh -5% and PNC assembly inh 38.
For CCCCCCc1cc2cc(S(=O)(=O)c3ccc(C)cc3)c(=O)oc2cc1O the results were 12-hLO inh -4% and PNC assembly inh 41.
Screening CCc1ccc(OCC(=O)NCCN(C)C)c(Br)c1 returned IMPase inh -6, 12-hLO inh 4% and PNC assembly inh -16.
For CCOCCCN1CN(Cc2ccccc2)CNC1=S the results were IMPase inh 3, 12-hLO inh -5% and PNC assembly inh -14.
For O=C(Cc1cn2ccsc2n1)NCCc1ccc(F)cc1 the results were IMPase inh -2, 12-hLO inh 2%, ALOX15B inhib 3% and PNC assembly inh inconclusive.
`Cc1ccc2nc(-c3cccc(N)c3)oc2c1` gave IMPase inh -13, 12-hLO inh -10%, ALOX15B inhib 1% and PNC assembly inh 57.
`CCOC(=O)c1ccc(NC(=O)CSc2nnc(-c3cccs3)n2C)cc1` gave IMPase inh -1, 12-hLO inh -2%, ALOX15B inhib 6% and PNC assembly inh -10.
`O=C(Nc1ccccc1O)c1cc(S(=O)(=O)N2CCOCC2)c(Cl)cc1Cl` gave IMPase inh 3, 12-hLO inh 2%, ALOX15B inhib 0% and PNC assembly inh 1.
For COCCNC(=O)C(=O)N/N=C/c1ccccc1C(F)(F)F the results were IMPase inh inconclusive, 12-hLO inh -2% and PNC assembly inh 29.
Cc1ccc(-n2nnnc2-c2ccco2)cc1 was read as IMPase inh 12, 12-hLO inh -4% and PNC assembly inh 28.
CCOc1ccc(C(C)=O)cc1COC(=O)C1=COCCO1 was read as IMPase inh -8, 12-hLO inh 3%, ALOX15B inhib -13% and PNC assembly inh 21.
`COc1ccc(C(=O)N/N=C/c2ccc(OC)c(CN3CCCc4ccccc43)c2)cc1` gave 12-hLO inh -10% and PNC assembly inh inconclusive.
COCCCNC(=O)C(Cc1ccccc1)NS(=O)(=O)c1ccc2c(c1)c(=O)n(C)c(=O)n2C (stereo not drawn) was read as IMPase inh 4, 12-hLO inh 4%, ALOX15B inhib 8%[2.29 µM] and PNC assembly inh inconclusive.
`CC(C)=CCCC(C)CN(C)CCc1ccccn1` (stereo not drawn) gave IMPase inh -2, 12-hLO inh -3%, ALOX15B inhib -6% and PNC assembly inh -15.
COc1cc(-c2cc(C(=O)Nc3c(Cl)cc(Cl)cc3Cl)c3ccccc3n2)cc(OC)c1OC was read as 12-hLO inh -3% and PNC assembly inh inconclusive.
Screening [O-][n+]1c2ccc3nonc3c2nn1-c1ccccc1Cl returned IMPase inh 7, 12-hLO inh -4%, ALOX15B inhib 0%[2.29 µM] and PNC assembly inh 26.
For N#C/C(=C\c1ccc(O)c(O)c1)C(=O)Nc1ccccc1 the results were IMPase inh 15, 12-hLO inh inconclusive and ALOX15B inhib inconclusive.
Cc1nn(Cc2c(F)c(F)c(F)c(F)c2F)c(C)c1NC(=O)c1c([N+](=O)[O-])c(C)nn1C was read as IMPase inh 6, 12-hLO inh -7%, ALOX15B inhib -1% and PNC assembly inh 25.
`CC(C)CCCC(C)NS(=O)(=O)Cc1ccccc1` (stereo not drawn) gave IMPase inh 1, 12-hLO inh 0%, ALOX15B inhib -8% and PNC assembly inh 20.
COc1ccccc1NC=C1C(=O)OC2(CCCCC2)OC1=O was read as IMPase inh 2, 12-hLO inh -8%, ALOX15B inhib -1% and PNC assembly inh 5.
For CC(NC(=O)C1CCN(S(=O)(=O)c2cc([N+](=O)[O-])ccc2Cl)CC1)c1ccccc1 (stereo not drawn) the results were 12-hLO inh -2% and PNC assembly inh -16.
COC(=O)C1=C(C)NC2=C(C(=O)CC(C)(C)C2)C1c1cn(Cc2ccc(Br)cc2)nc1-c1ccccc1 (stereo not drawn) was read as IMPase inh 7, 12-hLO inh -14%, ALOX15B inhib 13% and PNC assembly inh -7.
